# tuberculosis growth – growth inhibition of non-replicating M. tuberculosis (AID 488890). Mycobacterium tuberculosis non-replicating, growth inhibition; higher % means a stronger effect. inhibition, % at 25 µM, or IC50 in µM where a hit was titrated. 320,000 compounds, 0.39% hits; in the data active = a potency from the dose series; inconclusive = inhibition mostly from about 82% at the one dose, without a potency; inactive = the rest, 99 in 100 with inhibition below about 76%;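 note: plate controls were DMSO cells for no effect and high antibiotic wells for full effect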
# M. tuberculosis HTS – M. tuberculosis growth inhibition, HTS (AID 449762) | inhibition, % at 25 µM; hits with a dose series show IC50 in µM | M. tuberculosis H37Rv growth inhibition, 7H9 media; higher % means a stronger effect | 330,000 compounds, 0.59% hits; in the data active = a potency from the dose series; inconclusive = inhibition above about 70% without an active follow-up result;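 note: bacterial growth assessed after seven days of incubation; strong numbers were not always called active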
# Salmonella PhoP GFP – Inhibition of PhoP regulon, Salmonella typhi GFP reporter cells, confirmation, 4 h (AID 1850); Salmonella Typhi PhoP-promoter GFP reporter, fluorescence, 4 h; higher % means a stronger effect; one-dose inhibition, % at 50 µM; IC50 in µM for titrated hits; 310,000 compounds, 0.33% hits; in the data active = a potency from the dose series; inconclusive = inhibition mostly from about 25% at the one dose, without a potency; inactive = the rest, 99 in 100 with inhibition below about 19%;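 note: 0% = induced wells with vehicle and 100% = uninduced wells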
# inhibitors of VEEV – inhibitors of VEEV TC-83 cytopathic effect, confirmation, Vero cells (AID 588727); Vero cells, VEEV TC-83 cytopathic effect inhibition; higher % means a stronger effect; one-dose inhibition, % at 20 µM; IC50 in µM for titrated hits; 350,000 compounds, 0.13% hits; in the data active = a potency from the dose series; inconclusive = inhibition mostly from about 14% at the one dose, without a potency; inactive = the rest, 99 in 100 with inhibition below about 12%; note: strong numbers were not always called active
# H1N1 NS1A inhibition – NS1A inhibition, H1N1 influenza, cell based functional assay (AID 504329). NS1A functional cell-based assay, percent inhibition; higher % means a stronger effect. 340,000 compounds, 0.3% hits. one-dose inhibition, % at 12.5 µM; IC50 in µM for titrated hits; in the data active = a potency from the dose series; inconclusive = inhibition above about 27% without an active follow-up result; note: strong numbers were not always called active
# inhibitors of VEEV 10K pilot screen – recorded beside inhibitors of VEEV, whose call it bears; inhibition, %; measured here: 10K pilot screen inhibition
# Starred values were filed as active, the others as inactive; i = inactive; u = inconclusive; x = no result given.
SMILES,tuberculosis growth,M. tuberculosis HTS,Salmonella PhoP GFP,inhibitors of VEEV,H1N1 NS1A inhibition,others
C[C@@H]1NC(=O)[C@H](CCCN=C(N)N)NC(=O)c2cc([N+](=O)[O-])cc(I)c2OCC[C@@H](C(=O)NC(CC(=O)O)C(N)=O)NC1=O (stereo not given in full),-2%,-3%,1%,x,x,
COc1cc2c(cc1OC)C(C)N(C(=O)c1cccs1)CC2 (stereo not given),-5%,2%,0%,i,2%,
CCNC(=O)c1sccc1-n1cccc1,-3%,-2%,-3%,i,6%,
C=CCSc1ncc(C#N)c(N)n1,10%,-11%,4%,i,-4%,
CCOc1ccc(S(=O)(=O)N2CCC(C(=O)NCc3ccncc3)CC2)cc1C,-8%,7%,-20%,1.7%,0%,
O=C1c2ccccc2-c2c1cccc2C(=O)N1CCCCCC1,28%,1%,-1%,i,0%,
CCCOc1cccc(-c2cc(C(=O)NNC(=S)NCC)c3ccccc3n2)c1,-2%,18%,0%,3.8%,1%,
FC(F)(F)c1cccc(Sc2cc(C(F)(F)F)nc(-c3ccccn3)n2)c1,u,2%,14%,3.0%,-3%,
Cc1ccc(-n2nc3c(c2NC(=O)c2ccc4c(c2)OCO4)CS(=O)C3)cc1 (stereo not given),0%,4%,-7%,0.1%,-2%,
COc1ccccc1N1CCN(C(=O)c2ccc3c(c2)CCN3S(C)(=O)=O)CC1,-4%,-1%,-10%,1.3%,5%,
Nc1nonc1-n1nnc(C(=O)N/N=C/C=C/c2ccccc2)c1CSC1=NCCS1,7%,4%,2%,3.4%,x,
Cc1ccc(-n2nnnc2C(=Cc2ccc(N(C)C)cc2)c2nnnn2-c2ccc(C)cc2)cc1,18%,4%,1%,i,9%,
COc1ccccc1NS(=O)(=O)c1ccc(N/N=C/c2ccccc2OCC(=O)O)c([N+](=O)[O-])c1,5%,3%,-2%,1.4%,8%,
O=C(Nc1cccc(O)c1)c1cc(-c2cccs2)on1,72%,-1%,14%,1.0%,7%,
CCN(C(=O)C1CCCN1S(=O)(=O)c1cccc2nsnc12)c1ccccc1 (stereo not given),2%,2%,-1%,0.3%,2%,
Cn1c(COc2ccc(Cl)cc2Cl)nnc1SCC(=O)NCC1CCCO1 (stereo not given),17%,0%,15%,2.8%,3%,
COC(=O)c1c(S(=O)(=O)N2CCOCC2)c(C)n(C)c1C,-16%,-16%,-9%,i,7%,
Cc1cccc(N2C(=O)CC(c3ccc(F)cc3)C3=C2COC3=O)c1 (stereo not given),16%,4%,16%,i,-2%,
CCOC(=O)c1c(N2C(=O)Nc3ccccc3N2O)sc2c1CCCC2,12%,7%,0%,2.0%,3%,
CC(C)c1[nH]nc2c1C(c1cccc(OC(=O)N3CCOCC3)c1)C(C#N)=C(N)O2 (stereo not given),-7%,1%,1%,2.9%,-4%,
CC(C)C(NS(=O)(=O)c1cccc(C(F)(F)F)c1)C(=O)N1CCc2ccccc2C1 (stereo not given),13%,8%,-8%,i,-10%,
CCOc1ccccc1NC(=O)c1cc(-c2ccncc2)nc2c(Cl)cccc12,x,x,x,9.5%,-4%,
CCOC(=O)c1c(C)nc2ccccn12,x,-1%,-7%,0.5%,-6%,
COc1ccccc1OCc1n[nH]c(=S)n1Cc1ccccc1,-3%,-9%,2%,2.6%,15%,
NC(=O)CC(NC(=O)Cc1cccc2ccccc12)c1ccc(NC2CCCCCC2)c([N+](=O)[O-])c1 (stereo not given),-19%,1%,-2%,i,0%,inhibitors of VEEV 10K pilot screen=0.1

# 2 records picked at random from the list so far:
SMILES,tuberculosis growth,M. tuberculosis HTS,Salmonella PhoP GFP,inhibitors of VEEV,H1N1 NS1A inhibition,others
FC(F)(F)c1cccc(Sc2cc(C(F)(F)F)nc(-c3ccccn3)n2)c1,u,2%,14%,3.0%,-3%,
CCNC(=O)c1sccc1-n1cccc1,-3%,-2%,-3%,i,6%,

# The main list resumes, repeating the 6 entries before the break.
SMILES,tuberculosis growth,M. tuberculosis HTS,Salmonella PhoP GFP,inhibitors of VEEV,H1N1 NS1A inhibition,others
CC(C)c1[nH]nc2c1C(c1cccc(OC(=O)N3CCOCC3)c1)C(C#N)=C(N)O2 (stereo not given),-7%,1%,1%,2.9%,-4%,
CC(C)C(NS(=O)(=O)c1cccc(C(F)(F)F)c1)C(=O)N1CCc2ccccc2C1 (stereo not given),13%,8%,-8%,i,-10%,
CCOc1ccccc1NC(=O)c1cc(-c2ccncc2)nc2c(Cl)cccc12,x,x,x,9.5%,-4%,
CCOC(=O)c1c(C)nc2ccccn12,x,-1%,-7%,0.5%,-6%,
COc1ccccc1OCc1n[nH]c(=S)n1Cc1ccccc1,-3%,-9%,2%,2.6%,15%,
NC(=O)CC(NC(=O)Cc1cccc2ccccc12)c1ccc(NC2CCCCCC2)c([N+](=O)[O-])c1 (stereo not given),-19%,1%,-2%,i,0%,inhibitors of VEEV 10K pilot screen=0.1
Nc1nnc(SCC(=O)NC23CC4CC(CC(C4)C2)C3)s1,2%,-16%,-2%,i,-7%,
CCc1ccc(/C(C)=N/NS(=O)(=O)c2ccc(OC)cc2)s1,x,x,x,3.2%,-5%,
C=CCN1C(=O)/C(=C2/Sc3ccccc3N2C)SC1=Nc1c(C)n[nH]c1C,18%,-1%,-3%,9.6%,-4%,
CCN1CCN(C(=O)C2CCC(=O)N(Cc3cccc(C(F)(F)F)c3)C2)CC1 (stereo not given),2%,-1%,-7%,1.8%,-5%,
COc1ccc2[nH]c(=O)c(CN(C(=O)c3ccccn3)c3ccccc3)cc2c1,-16%,-5%,-7%,6.0%,-21%,
CC(C)OP(=O)(OC(C)C)C(O)c1ccc(Br)cc1 (stereo not given),-5%,3%,-4%,i,12%,
COc1ccc(NC(=O)COC(=O)CNC(=O)C2CCCCC2)cc1,-7%,1%,5%,1.6%,7%,
CC1CN(S(=O)(=O)c2cccc(C(=O)OC/C(O)=C(\C#N)c3nc4ccccc4[nH]3)c2)CC(C)O1 (stereo not given),11%,-2%,-10%,7.6%,3%,
O=C1CC(=O)N2CCSC2=N1,x,x,x,0.9%,-15%,
Nc1c(Br)cc2oc(-c3ccccc3)nc2c1Br,-7%,6%,-17%,1.0%,-5%,
COc1ccc2oc(=O)c(C(=O)N3CCN(C(=O)c4ccco4)CC3)cc2c1,3%,0%,4%,1.5%,8%,
CCOC(=O)C1=C(O)/C(=C/N(C)C)N=C1C,-1%,3%,0%,4.5%,0%,
Cc1ccc(C(=O)NCC(=O)Nc2cc(C)ccn2)cc1,-1%,1%,-7%,2.3%,-12%,
O=C(NCc1ccccc1)N(Cc1cc2cc3c(cc2[nH]c1=O)OCO3)CC1CCCO1 (stereo not given),-4%,2%,-17%,11%,3%,inhibitors of VEEV 10K pilot screen=1.4
C=CCn1c(SCC(=O)N2CCOCC2)nnc1C(C)NC(=O)c1ccccc1 (stereo not given),-13%,-11%,-5%,1.6%,20%,
COc1ccc(-c2cc(C(=O)Nc3cc(S(N)(=O)=O)ccc3C)c3ccccc3n2)cc1OC,23%,69%,7%,7.0%,-1%,
O=S(=O)(NCC(c1ccco1)N1CCN(c2ccccc2F)CC1)c1ccc(F)cc1 (stereo not given),15%,-2%,-5%,0.2%,6%,
O=C(Cn1ccc2ccccc2c1=O)NCC1COc2ccccc2O1 (stereo not given),39%,-1%,-14%,i,-1%,
CCn1c(C(c2ccccc2)c2ccccc2)n[nH]c1=S,0%,2%,-10%,0.5%,0%,
O=C1CC(c2ccccc2)C(C(=O)O)N1 (stereo not given),12%,-7%,-2%,i,-2%,
Cc1ccc(S(=O)(=O)n2nc(C)c(S(=O)(=O)N3CCCCC3)c2C)cc1,7%,2%,9%,3.0%,8%,
O=[N+]([O-])c1cc(S(=O)(=O)N2CCCC2)ccc1O,2%,12%,4%,2.2%,-6%,
COc1ccc2c(Cl)c(-c3nnc4n3CCCCC4)sc2c1,37%,4%,-20%,7.1%,-23%,
O=C(NCCN1CCN(C(=O)c2cc3ccccc3oc2=O)CC1)c1cc2ccccc2oc1=O,-28%,-2%,0%,0.8%,6%,
CCCCc1ccc(NC(=S)NN2CCOCC2)cc1,31%,2%,11%,1.4%,-2%,

# The list goes on (6 carried over from the part before).
SMILES,tuberculosis growth,M. tuberculosis HTS,Salmonella PhoP GFP,inhibitors of VEEV,H1N1 NS1A inhibition,others
O=C1CC(c2ccccc2)C(C(=O)O)N1 (stereo not given),12%,-7%,-2%,i,-2%,
Cc1ccc(S(=O)(=O)n2nc(C)c(S(=O)(=O)N3CCCCC3)c2C)cc1,7%,2%,9%,3.0%,8%,
O=[N+]([O-])c1cc(S(=O)(=O)N2CCCC2)ccc1O,2%,12%,4%,2.2%,-6%,
COc1ccc2c(Cl)c(-c3nnc4n3CCCCC4)sc2c1,37%,4%,-20%,7.1%,-23%,
O=C(NCCN1CCN(C(=O)c2cc3ccccc3oc2=O)CC1)c1cc2ccccc2oc1=O,-28%,-2%,0%,0.8%,6%,
CCCCc1ccc(NC(=S)NN2CCOCC2)cc1,31%,2%,11%,1.4%,-2%,
Cc1cccc(NS(=O)(=O)c2ccc(C)c(C(=O)N(C)C)c2)c1,-7%,-9%,x,2.5%,-15%,
O=C(O)C1Cc2[nH]cnc2C(c2ccc(F)cc2)N1 (stereo not given),-37%,3%,-2%,i,-7%,
CC(=O)N(c1ccccc1)c1nc2ccccc2s1,x,x,x,2.4%,-16%,
CCOC(=O)N1CCc2c(sc3c2c(=O)n(Cc2ccccc2)c(=O)n3CC(=O)NCC2CCCO2)C1 (stereo not given),-6%,3%,-5%,3.1%,-4%,
CCC1CCCCN1CCCNC(=O)c1cn(CC)c2ccc(S(=O)(=O)N(C)C3CCCCC3)cc2c1=O (stereo not given),58%,3%,-16%,i,-2%,
CCCCc1c(O)nc(SCC(=O)Nc2cccc3ccccc23)n(-c2ccccc2OC)c1=O,26%,7%,-26%,1.2%,-1%,
CCOc1ccc(C(=O)Cc2ccc3oc(C(=O)O)cc3c2)c(O)c1,4%,-2%,5%,0.6%,8%,
CCc1cc(C)cc(OCCNC(=O)c2cncc(Br)c2)c1,5%,6%,1%,7.0%,-8%,
Cc1ccc(N2C(=O)NC(=O)/C(=C/c3ccc(-c4ccc(C(=O)O)c(Cl)c4)o3)C2=O)cc1,-25%,0%,-5%,0.7%,2%,
NS(=O)(=O)c1cccc(NC(=O)c2cc(=O)c3ccccc3o2)c1,-24%,1%,8%,0.9%,-4%,
Cn1nnc(NC(=S)NC(=O)c2ccc(-c3ccc(Br)cc3)o2)n1,u,>100µM*,5%,2.5%,-5%,
COc1cc(C(=O)NCc2cn3ccccc3n2)cc(OC)c1OC,-31%,0%,-8%,0.5%,-19%,
CCCOC(=O)c1c(NC(=O)C2CCCO2)sc(C(=O)OC)c1C (stereo not given),29%,1%,-3%,6.1%,34%,
CC(=O)Nc1ccc(SC[C@H](Cc2ccccc2)N2CC[C@@H](C)CCC2=O)cc1,-1%,11%,x,0.8%,-1%,
CCOC(=O)C1=C(C(=O)OCC)N(Cc2ccccc2)CCC1=O,x,x,x,0.3%,-3%,
O=C1C2C3C=CC(CC3)C2C(=O)N1c1ccccc1[N+](=O)[O-] (stereo not given),-1%,1%,-7%,1.1%,1%,
CC(=C/c1ccccc1)/C=N/NC(=O)c1ccc2nc[nH]c2c1,8%,-3%,-9%,0.4%,-6%,
CC(OC(=O)CCC1CCCC1)C(=O)Nc1ccccc1[N+](=O)[O-] (stereo not given),32%,u,5%,i,10%,
CCC(=O)Nc1ccc(C(=O)OCC(=O)c2cccs2)cc1,21%,3%,0%,1.4%,0%,
CCOC(=O)c1oc2ccc(S(=O)(=O)N3CCOCC3)cc2c1C,2%,-5%,0%,0.8%,18%,
O=c1[nH]c(O)c(N=Nc2ccc(S(=O)(=O)N3CCOCC3)cc2)c(=O)[nH]1,12%,3%,-2%,0.5%,1%,
CCCC(=O)Nc1sc(C)c(C)c1C#N,-1%,4%,-4%,0.2%,-1%,
Cc1noc(C)c1COc1ccccc1C(=O)N(C)CC(=O)Nc1ccc(F)cc1,1%,-6%,-4%,4.0%,2%,
O=C(NCc1ccc2c(c1)OCO2)C1CC(=O)N(C2CCCCCC2)C1 (stereo not given),-5%,-1%,5%,1.0%,-3%,
Cc1cccc(NC(=O)c2cc(=O)[nH]c3ccccc23)c1,-15%,-1%,-3%,0.7%,-30%,
CCOc1ccc(N2C(=O)CN(O)C=C3N=c4ccccc4=C32)cc1,2%,52%,39%,x,x,

# Compounds as they come; overall some 1.5% were active at least once.
